Bioassay records: PubChem BioAssay, several laboratories
SR-BI DiI inh = inhibitors of mouse SR-BI mediated HDL lipid uptake. actives 0.96% (n = 320,000). AID 488896. ldlA[mSR-BI] CHO cells, DiI-HDL uptake fluorescence, 3 h. Q61009. inhibition, % at 12.5 µM;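 active = mean replicate inhibition of at least 70% and a set share of replicates each scoring 70 or more; inconclusive = meets just one of the two criteria; inactive = fails both criteria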;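 also: 0% = median of neutral control wells and 100% = median of positive control wells; values of inactives mirror those of a sister screen read the other way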
HTR5A inv ctr = inverse agonist of human HTR5A in OPRM1-OPRD1 counter-screen; P47898; HTR5A cell line, luminescence, inverse agonism; inhibition, % at 9.3 µM; actives 0.083% (n = 340,000); in the data active = inhibition mostly above about 23%, no sharp cut-off; inactive = mostly below about 18%;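 also: 0% = cells with DMSO and 100% = no-cell wells with DMSO; some compounds called inactive have numbers as strong as hits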
Target sequence (P47898 whole entry, looked up): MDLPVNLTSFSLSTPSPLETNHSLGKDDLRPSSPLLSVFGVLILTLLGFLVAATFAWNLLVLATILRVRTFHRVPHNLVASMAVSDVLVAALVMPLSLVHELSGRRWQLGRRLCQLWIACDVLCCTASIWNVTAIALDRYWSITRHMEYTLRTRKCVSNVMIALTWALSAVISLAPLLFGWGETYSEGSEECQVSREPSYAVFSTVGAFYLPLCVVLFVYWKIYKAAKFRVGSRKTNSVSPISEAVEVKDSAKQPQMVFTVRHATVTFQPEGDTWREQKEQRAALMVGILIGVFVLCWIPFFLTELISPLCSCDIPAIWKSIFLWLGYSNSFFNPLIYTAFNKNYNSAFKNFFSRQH
NSD2 HMT inh = inhibitors of human histone methyltransferase NSD2; O96028; NSD2 peptide methylation, AlphaScreen, 120 min; inhibition, % at 12.5 µM; actives 0.54% (n = 310,000); AID 743445; in the data active = inhibition above about 50%
HTR5A ag = HTR5A agonism, opioid heterodimer counter-screen | activation, % at 9.3 µM | actives 0.61% (n = 340,000) | AID 504692 | HTR5A agonist assay, luminescence, cell-based; in the data active = activation mostly above about 9.5%, no sharp cut-off; inactive = mostly below about 7.6%;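 also: 0% = cells with vehicle only and 100% = reference agonist; strong numbers were not always called active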
CDK5 inh = CDK5/p35 (human) kinase inhibition; Recombinant CDK5/p35, ADP-Glo luminescence, 60 min; inhibition, % at 10 µM; actives 0.01% (n = 330,000); AID 488839;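 active = highest replicate inhibition of at least 50% and at least 75% of replicates reaching 50%; inconclusive = only one of the two criteria met; inactive = both criteria failed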;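 also: plate controls were DMSO neutral control for no effect and GW8510 at 10 µM for full effect; many of its hits are not listed in these tables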
Target sequence (Q00535 whole entry, looked up): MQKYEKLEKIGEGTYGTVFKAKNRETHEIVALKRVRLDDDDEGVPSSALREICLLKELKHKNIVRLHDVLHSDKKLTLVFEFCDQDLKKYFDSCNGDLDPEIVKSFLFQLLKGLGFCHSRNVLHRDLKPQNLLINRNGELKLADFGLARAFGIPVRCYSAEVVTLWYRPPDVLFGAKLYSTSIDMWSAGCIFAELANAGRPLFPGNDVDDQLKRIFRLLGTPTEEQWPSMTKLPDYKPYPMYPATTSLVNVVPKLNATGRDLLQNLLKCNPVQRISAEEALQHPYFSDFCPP
Target sequence (Q15078 whole entry, looked up): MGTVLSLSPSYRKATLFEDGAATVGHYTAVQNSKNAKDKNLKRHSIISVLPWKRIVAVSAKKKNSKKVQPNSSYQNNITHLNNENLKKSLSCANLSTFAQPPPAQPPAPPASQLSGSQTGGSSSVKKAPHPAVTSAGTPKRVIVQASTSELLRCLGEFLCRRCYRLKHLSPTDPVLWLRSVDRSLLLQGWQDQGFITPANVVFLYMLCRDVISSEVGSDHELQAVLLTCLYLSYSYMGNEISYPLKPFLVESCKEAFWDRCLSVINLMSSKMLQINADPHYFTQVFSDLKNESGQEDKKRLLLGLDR
MITF act = increases MITF-driven TRPM1 promoter luciferase signal | SK-MEL-5 TRPM1-promoter luciferase, 24 h; % of positive control, neutral wells = 0 | actives 0.75% (n = 300,000) | activation, % at 12.5 µM;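 active = mean activation of at least 80% with every replicate also reaching 80%; inconclusive = mean reaches 80% but some replicate falls short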;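 also: 0% = neutral control wells and 100% = parthenolide positive control wells; values of inactives mirror those of a sister screen read the other way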
dFosB act = mouse delta FosB homodimer activation; P13346; purified delta FosB, TAMRA-CDK5 oligo fluorescence polarization; percent of positive-control signal above neutral wells; activation, % at 25 µM; actives 0.99% (n = 340,000);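 active = mean activation above about 17%, with every replicate also reaching it, limit read from the data, passing the limit was not always enough; inconclusive = only one of the two conditions met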;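 also: fluorescence polarization rise as delta FosB binds a TAMRA Cdk5 AP-1 oligo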
PvdQ acylase = P. aeruginosa PvdQ acylase inhibition; purified PvdQ acylase, fluorescence plate reader; inhibition, % at 10 µM; actives 0.063% (n = 340,000); in the data active = inhibition above about 30%, passing the limit was not always enough; inconclusive = no clear call, values can overlap the other calls;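 also: 0% = vehicle neutral wells and 100% = reference inhibitor wells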
Wnt bcat act = Wnt/beta-catenin pathway activation; activation, % at 9.35 µM; AID 743398; actives 1.2% (n = 300,000); Wnt/beta-catenin reporter cell assay, activator, plate reader; in the data active = activation above about 30%, passing the limit was not always enough; inconclusive = no clear call, values can overlap the other calls;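 also: 0% = neutral control wells and 100% = positive control wells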
V-ATPase pHluor = alters yeast V-ATPase proton transport; S. cerevisiae, pHLuorin cytosolic pH fluorescence; response, % at 10 µM; actives 0.37% (n = 350,000); AID 504577; in the data active = response mostly above about 7.3%, no sharp cut-off; inactive = mostly below about 5.4%; also: actives read high; inactives centre near 0; some compounds called inactive have numbers as strong as hits; reference of the scale not given here
* = called active by the depositor; ? = inconclusive; · = not tested or not shown. The order is random. Share with any hit: about 5%.

SMILES	SR-BI DiI inh	HTR5A inv ctr	NSD2 HMT inh	HTR5A ag	CDK5 inh	MITF act	dFosB act	PvdQ acylase	Wnt bcat act	V-ATPase pHluor
Cc1cnc(NC(=O)C2CCC(C(C)(C)C)CC2)s1 (centres undefined)	-3	-6	0	-4	1.7	52	-2	-14	12	1
CCCc1nnc2c(N(C)S(=O)(=O)c3ccc(C)cc3)nc3ccccc3n12	-4	7	0	-3	-1.6	15	-1	-16	1	1
Cc1nnc(SCC(=O)N2CCOCC2)c2ccccc12	-1	-9	2	-1	-2.4	·	-5	8	-2	-3
Cc1nc2ccc(NC(=O)NCCCO)cc2s1	-20	-6	0	2	0.7	-11	-1	-18	-1	2
COC(=O)c1ccc(NC(=O)CN2CCN(CCO)CC2)cc1	1	6	-1	-2	-1.7	6	-5	-12	-4	-2
Cc1cccc(CNC(=O)C2CCC(=O)N(CCc3cccc(F)c3)C2)n1 (centres undefined)	-8	-10	49	2	·	-6	-1	-3	0	-4
O=S(=O)(c1ccc(=S)[nH]c1)N1CCCCC1	-4	-18	-1	7	3.2	9	1	-3	-4	-6
COCCCNC(=O)c1ccc2nc(Cc3ccc(OC)cc3)oc2c1	-13	0	·	0	0.6	40	-5	-8	8	-2
Cc1nc(C)c(C(=O)NNS(=O)(=O)c2ccccc2)s1	-14	-28	-2	10*	0.7	-6	-7	-13	·	0
CC(=O)c1cccc(NC(=O)C(OC(=O)c2cccs2)c2ccccc2)c1 (centres undefined)	-1	7	-3	-2	0.4	7	-1	-4	-2	-5
O=C(NN1C(=O)NC2(CCCCC2)C1=O)c1ccc(-c2ccc([N+](=O)[O-])cc2)o1	53	3	3	-6	-0.4	-8	-9	-4	1	0
CCc1cc(C(=O)Nc2cc(S(=O)(=O)N(CC)CC)ccc2N2CCN(C)CC2)sc1C	-3	-8	12	3	2.4	-2	-11	-8	-10	3
O=C1Nc2c(c(=O)[nH]c(=O)n2-c2ccccc2F)C(C(F)(F)F)(C(F)(F)F)N1	3	0	2	2	-0.7	9	1	3	-4	-6
N/C(=N\OC(=O)c1cc(Br)ccc1Cl)c1cccnc1	0	-5	0	2	0.3	16	-17	-8	0	1
COc1ccc(-c2nnc(Nc3nc4c(OC)cccc4s3)o2)c(OC)c1	56	-18	1	1	-1.5	-17	-12	-6	16	4
CC(C)(C)OC(=O)N1CCN(c2ccc(NC(=O)Cn3nnc(-c4ccccc4)n3)cc2)CC1	47	-17	26	-1	-0.2	-9	0	-16	·	1
CN(C)CCCn1c2c(c(SCC(=O)Nc3ccc4c(c3)OCO4)nc1=O)CCCC2	-18	27	7	-11	0.1	5	-4	-2	-4	8
COC(=O)c1ccc(NC(=O)COC(=O)C2=NN(c3ccccc3)C(=O)CC2)cc1	-19	11	0	-4	2.9	·	-10	-7	0	3
O=C(O)C1CCN(C(=O)c2ccccc2Cl)CC1	-21	-14	0	1	-0.4	-7	-2	-12	·	7
Cc1ccc(N=Cc2cc(Cc3ccccc3Cl)cc([N+](=O)[O-])c2O)c(O)c1	-4	-12	-2	12*	0.0	1	-15	1	·	1
CN1C(=O)/C(=C\c2ccncc2)SC1=Nc1ccccc1	28	11	11	2	14	-8	-7	-4	·	1
CCOc1ncccc1C(=O)Nc1cccc(-c2nnc3n2CCCCC3)c1	-1	-7	0	2	0.0	-6	-12	6	0	-2
CC1CCN(c2cc(N(C)CCO)c([N+](=O)[O-])c3nonc23)CC1	14	3	-25	-1	0.3	-2	0	-7	·	-1
CCc1cccc(C)c1NC(=O)COC(=O)CNS(=O)(=O)/C=C/c1ccccc1	-39	-13	3	4	-0.8	-1	-6	-7	4	4
CCc1ccc(NC(=O)CN2C(=O)CC(C)S(=O)(=O)c3ccccc32)cc1 (centres undefined)	-3	-22	3	-2	0.7	9	0	-5	3	1
Cc1ccc(S(=O)(=O)NC(=O)Nc2nccs2)cc1	5	0	-2	0	6.0	2	1	0	-2	-4
COCCCNC(=O)CC(NS(=O)(=O)c1ccc(OC)cc1)c1ccc(OC)cc1 (centres undefined)	-35	3	0	-1	0.1	1	-11	1	·	1
O=C(NNC(=S)NC(=O)c1ccccc1[N+](=O)[O-])c1ccccc1[N+](=O)[O-]	-20	-5	0	-4	-0.5	5	-6	-7	-2	-2
CC1(C)OC(=O)C(=NNc2ccccc2[N+](=O)[O-])C(=O)O1	·	2	0	4	-6.8	-20	-2	-7	0	1
Oc1c(Br)cc(Br)cc1C=Nc1cccnc1	-12	-12	-3	3	0.6	0	1	-4	1	-1
COCCn1c(SCC(=O)Nc2ccccc2)nnc1-c1ccoc1C	·	7	-5	-3	-2.3	-1	-2	-9	3	3
OC1(c2cccc(F)c2)CCN(Cc2ccncc2)CC1	-41	-20	2	4	-0.4	·	5	-7	-1	0
CC(=O)Oc1ccc(C(=O)Nc2ccccc2C(=O)N2CCCCC2)cc1	-21	0	-2	0	0.8	5	-8	-7	-1	-1
CCOC(=O)CNS(=O)(=O)c1ccc(S(=O)(=O)NC2CC2)cc1	-2	3	-1	-1	-1.1	-5	0	-14	1	-2
Cc1onc(-c2ccccc2Cl)c1C(=O)NCc1ccccn1	-2	-6	-1	4	-0.8	5	-3	-14	·	2
Cc1c(Cl)cccc1NC(=O)CCN1C(=O)C2CC=CCC2C1=O (centres undefined)	-25	-7	-2	-2	2.2	7	-8	-15	0	2
CCN(CC(=O)Nc1ccc(NC(C)=O)cc1)C(=O)c1ccccc1SCc1c(C)noc1C	4	-13	1	5	0.8	2	-9	-3	-1	5
O=C(c1cc(Cl)ccc1Cl)N1CCc2ccccc21	17	13	-3	-4	1.7	-11	-2	-15	-2	-5
COCCN(C(=O)C(C)N1C(=O)c2ccccc2C1=O)c1c(N)n(CC(C)C)c(=O)[nH]c1=O (centres undefined)	-16	-24	-1	1	-5.1	-2	3	-10	1	0
O=C1c2ccccc2C(=O)C1c1ccc(Br)cc1	-7	-8	24	2	-0.5	48	-3	-21	5	-2
CC(C)NS(=O)(=O)c1ccc(OCC(=O)N2CCN(c3ccccc3)CC2)cc1	42	19	-2	1	-1.0	-5	-6	-10	-2	-2
O=C(Cn1ccn(-c2ccc(F)c(F)c2)c(=O)c1=O)NCCc1ccccc1	51	16	-4	-4	0.0	0	4	4	1	-8
CC(C)(C)CC(C)(C)N1CNC(=S)NC1	-6	-7	10	2	0.8	-11	-2	-2	2	-5
Cc1ccc(-c2nn(-c3ccccc3)cc2CO)o1	9	-17	2	-1	1.4	40	1	2	·	2
FC(F)(F)C1=Nc2cccc3cccc(c23)N1	9	-2	10	1	3.2	-32	-5	-5	-18	6
CC1(C)OC(=O)C(=NNc2ccc(Br)cc2)C(=O)O1	-36	6	1	-3	0.3	19	4	-4	5	-4
CCOc1ccc(NC(=O)CCS(=O)(=O)c2ccc3c(c2)CCCN3C(=O)CC)cc1	-1	-7	0	1	-9.4	·	0	-11	-1	-2
Cc1cccc(C)c1OCCSc1nc2ccccc2n1CC(=O)O	-21	-6	-2	1	-0.2	·	0	12	-1	0
O=C(O)CNc1nc(-c2ccccc2)nc2ccccc12	-25	-10	·	5	-0.9	-13	-2	-8	8	-3
Nc1nonc1-n1nnc(C(=O)N/N=C/c2cccs2)c1-c1ccc2c(c1)OCO2	17	-19	-3	-1	0.2	-2	-19	-14	-3	1
COc1ccc(NC(=O)C2(N(CC(C)C)C(=O)Cn3nnnc3N)CCCCC2)cc1	-9	-5	2	2	0.8	2	-3	-2	-3	0
COc1ccc2c(CC(=O)OCC(=O)Nc3ccccc3[N+](=O)[O-])coc2c1	-33	-13	·	-1	-0.5	-15	0	2	-2	-3
N#CCCn1cc(C(=O)NCc2ccccc2)c(-c2cccs2)n1	-10	-28	·	7	1.9	-15	-2	-12	-1	0
COc1ccc(CCNC(=O)CS(=O)(=O)Cc2nc(-c3ccc(C)cc3)oc2C)cc1OC	11	-15	-6	4	0.3	-9	-6	-9	-1	1
O=C(CSc1nnnn1-c1ccccc1)Nc1ncc(Cc2ccccc2Cl)s1	-1	-6	-1	2	0.2	-8	39*	-1	-2	6
CC(=O)c1c(C)[nH]c(C(=O)OC(C)C(=O)Nc2cc(S(=O)(=O)N3CCCCC3)ccc2Cl)c1C (centres undefined)	60	-22	0	3	1.5	-11	-8	0	-3	-2
Cc1ccc(NC(=O)c2ccccc2NC(=O)CCC(=O)O)cc1	-13	7	-2	-2	-5.6	17	-3	-10	27	4
Cc1ccc(C(=O)Nc2c(C#N)c(C)c(C)n2Cc2ccccc2)cc1	2	1	0	-1	-1.4	0	5	-8	·	0
CCOCCCNC(=O)C(c1ccc(Cl)cc1)N(Cc1ccc2c(c1)OCO2)C(=O)CNC(C)=O (centres undefined)	-8	10	-2	-4	-1.6	1	0	2	0	4
CCOC(=O)c1ccc(NC(=O)c2cccc(C)c2[N+](=O)[O-])cc1	·	4	-3	-6	-1.2	-5	-11	6	28	1

The list goes on.
SMILES	SR-BI DiI inh	HTR5A inv ctr	NSD2 HMT inh	HTR5A ag	CDK5 inh	MITF act	dFosB act	PvdQ acylase	Wnt bcat act	V-ATPase pHluor
Cc1ccc(C)c(CN2C(=O)CSc3ccc(C(=O)N4CCCC4)cc32)c1	2	-4	2	2	-1.3	-18	-7	-9	0	1
O=C(O)[C@@H](c1ccccc1)N1Cc2ccccc2C1=O	-32	8	·	4	0.2	-10	5	11	6	2
Cn1nc(C(F)(F)F)c2cc(C(=O)Nc3ccc(F)c(Cl)c3)sc21	?	-4	-2	8	1.1	·	-3	-2	-4	3
CN(Cc1ccccn1)Cc1nc(Cc2ccccc2Cl)no1	-3	-6	-3	-3	0.0	-5	-7	-6	-1	·
Cn1c(=O)c2c(nc(NCCOc3ccc(C(C)(C)C)cc3)n2C)n(C)c1=O	17	9	-1	-3	-2.5	-40	0	-20	1	-2
COc1nnc(-c2ccc(N3CCOCC3)c(NC(=O)c3ccco3)c2)c2ccccc12	16	8	17	-1	-0.4	-1	-4	-5	·	·
O=C1NC(=O)/C(=C\c2ccc(Cl)nc2)S1	-26	-3	-2	4	-1.8	18	-9	-1	2	2
COc1cc2[nH]c(C(=O)NCC3CCCO3)cc2c(OC)c1OC (centres undefined)	29	6	-1	-2	0.3	-9	0	-17	2	-1
O=C(OCc1csc(-c2ccccc2)n1)c1ccccc1O	-37	-10	-2	0	0.0	43	-2	-7	4	-1
Cc1ccc(NC(=S)NNC(=O)c2cn(C)nc2C)cc1	-2	-8	-3	3	-0.7	-7	5	4	0	5
CCc1nnc(NC(=O)CN2CCN(Cc3ccc(C)cc3)CC2)s1	-26	-18	1	5	0.9	·	0	1	-2	5
Cc1c(C(=O)N2CC(C)OC(C)C2)[nH]c2ccc(Br)cc12 (centres undefined)	0	5	·	-1	0.5	-1	-1	-5	-2	-2
CCOC(=O)Nc1c(Cl)n(C)c(=O)n(C)c1=O	-2	1	-1	0	0.1	·	-5	-12	0	6
COc1nccnc1NS(=O)(=O)c1ccc(NC(=S)NC(=O)c2ccc(F)c(F)c2)cc1	-12	8	2	-3	0.6	-15	-2	-9	0	5
CC(=O)c1sc(NC(=O)c2cc(-c3ccccc3)nn2-c2ccccc2)nc1C	80*	-9	-1	3	-2.1	5	-4	-4	-5	-5
